Source: PubChem (several laboratories)
SDO1 yeast rescue: growth rescue of sdo1-depleted yeast, primary screen, S. cerevisiae, bone marrow failure model; z-score at 10 µM; 140,000 compounds, 0.21% hits; S. cerevisiae sdo1-depleted JHY4D growth rescue, OD600 30 h; stronger effect = higher value; pdr5 snq2 efflux-pump mutant strain;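 active = z-score above 3 at both the 24 hr and the 30 hr optical density reads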;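 note: z-score against mean and SD of all compound wells on the same plate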
Insulin prom inh: inhibitors of insulin promoter-driven GFP, primary screen, imaging, TRM-6 cells (human fetal islet line), eGFP reporter, cell count; AID 1273, 2008; reporter expression induced with tamoxifen; inhibition, % at 2 µM; 130,000 compounds, 0.9% hits;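 active = inhibition above the mean plus 3 SD, with well images judged a real hit on visual review, cut at about 60% in these data, passing the limit was not always enough; inconclusive = inhibition over the cutoff but images rejected on review; inactive = inhibition not above the cutoff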
SDO1 yeast rescue Rescue 24 h: further read-out of SDO1 yeast rescue, marked with its call; z-score; S. cerevisiae sdo1-depleted JHY4D growth rescue, OD600; measured here: growth rescue at 24 h;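 0 is the plate mean of compound wells and units are plate SD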
Active calls of the source: *; u = inconclusive; x = no result given; & = joins results of further samples. An excerpt; count on the stated rates, not on these rows.

Below each SMILES: SDO1 yeast rescue Rescue 24 h	Insulin prom inh	SDO1 yeast rescue
CCOC(=O)c1cc2sccc2n1CC(=O)N1CCCc2ccccc21
→ -1.7	-9	-1.7
CCn1c2ccccc2c2nnc(SCC(=O)NCc3cccs3)nc21
→ -1.2	-21	-0.25
CC1(C(=O)O)CCC(C(=O)NCCc2ccccc2)C1(C)C (stereo not given)
→ -1.3	31	-0.31
O=C1c2cccc3c(N4CCCCC4)ccc(c23)C(=O)N1CCO
→ 0.16	-46	-0.99
Cn1nc(C(F)(F)F)c(/C=N/OC(=O)c2ccc(Cl)cc2)c1Cl
→ -0.39	-4	-0.44
CC(C)CC(=O)NC(=S)Nc1ccccc1C(F)(F)F
→ -0.91	-20	-0.91
Cc1cc(NC(=O)CCC(=O)N(Cc2cccs2)C(C(=O)NC2CCCC2)c2ccncc2)no1 (stereo not given)
→ 0.52	-26	1.2
CCOc1ccc(C2CC(c3cccc(OC)c3OC)n3nnnc3N2)cc1Cl (stereo not given)
→ -0.37	x	0.53
CCn1c(SCC(=O)N2c3ccccc3Sc3ccccc32)nnc1-c1ccco1
→ 0.1	-75	-0.65
Cc1nc(N2CCC(C)CC2)c2c(C)c(C(=O)Nc3cccc(C(F)(F)F)c3)sc2n1
→ x	-50	x
CCOC(=O)C1=C(C)Nc2ncnn2C1c1cccs1 (stereo not given)
→ 0.13	17	0.9
Cc1ccc(NC(=O)COC(=O)C2CC2)c(Br)c1
→ 0.54	-31	0.8
O=C(COC(=O)c1cncc(Br)c1)NC1CCCC1
→ x	43	x
CC(C)(C)c1ccc(Oc2cccc(C3CC(=O)C(C4NCCc5ccccc54)C(=O)C3n3cncn3)c2)cc1 (stereo not given)
→ 0.96	-33	1.1
O=C(Nc1nnc(Cc2ccccc2)s1)c1cccs1
→ -1.5	-81	-2.4
COc1ccc(-c2csc3ncnc(Oc4ccc5c(C)cc(=O)oc5c4)c23)cc1
→ -0.45	x	-0.74
CCOC(=O)C(C(=O)OCC)C(C#N)c1ccccc1 (stereo not given)
→ 1.2	14	1
O=C1N=C(N2CCc3ccccc3C2)S/C1=C\c1cccc(O)c1
→ -0.7	44	-0.38
O=C(NC1CCCCCCC1)C1c2ccccc2C(=O)N1Cc1ccco1 (stereo not given)
→ -0.78	3	-0.26
CCOC(=O)C1=C(C)Nc2nc(SCC)nn2C1c1ccc(OC)cc1 (stereo not given)
→ -1.2	0	-1.7

New compounds follow.
Below each SMILES: SDO1 yeast rescue Rescue 24 h	Insulin prom inh	SDO1 yeast rescue
O=c1c2c(nc3c(-c4ccccc4)c[nH]n13)CCCC2
→ -0.32	67	0.17
CN(CC(=O)O/N=C(\N)c1ccccn1)S(=O)(=O)c1ccccc1
→ 1.6	20	0.71
COc1ccc2c(c1[N+](=O)[O-])CCC/C2=N/OC(=O)c1cccc2ccccc12
→ 0.37	30	-0.85
CCOC(=O)c1c(NC(=O)C(C)N2CCN(C(=O)c3ccco3)CC2)sc2c1CCCC2 (stereo not given)
→ 2.1	42	-0.82
N#C/C(=C/c1ccccc1)c1nn(CCO)c(N)c1C#N
→ 0.25	-7	0.33
COC(=O)CN(c1ccc(OC)cc1OC)S(=O)(=O)c1ccccc1[N+](=O)[O-]
→ x	56	x
CC(C)(C)NC(=O)C1Cc2ccccc2CN1C(=O)Nc1cccc(Cl)c1 (stereo not given)
→ -0.16	-23	0
COc1ccc(CN(CCCN2CCOCC2)S(=O)(=O)N(C)C)cc1OC
→ 0.11	x	0.97
O=C(COc1ccccc1)NCCSCc1ccc(Cl)cc1
→ -0.3	11	-0.43
CCOC(=O)c1ccc(NC(=O)C(CC)CC)cc1
→ -0.21	28	-0.01
OC(CN1CCN(Cc2ccccc2)CC1)c1ccc(F)cc1 (stereo not given)
→ -0.2	17	-0.13
COc1ccc(-n2c(Cc3cccn3C)nnc2SCC(=O)NC2CCCC2)cc1
→ -0.34	100*	0.05
FC(F)(F)c1ccc(Nc2nnnc3ccccc23)cc1
→ x	-27	x
CC(C)N(CCO)C(=O)C(c1ccccc1)c1ccccc1
→ -0.74	6	-0.39
CNc1nc2ccccc2n(C)c1=O
→ x	38	x
O=C(Nc1c(C(=O)NCc2ccco2)cnn1-c1ccccc1)c1cccc(F)c1
→ -0.69	-287	-0.23
CCc1nc(SCC(=O)NNC(=O)C(C)C)c2ccccc2n1
→ -0.09	x	0.21
CC(C)CNC(=O)NC(=O)COc1ncnc2sccc12
→ 0.21	-9	0.41
Cc1[nH]nc2c1C1(C(=O)Nc3ccc([N+](=O)[O-])cc31)C(C#N)=C(N)O2 (stereo not given)
→ 0.43	-45	0.69
O=C(CCCSc1nc2ccccc2s1)NC1=NCCS1
→ -1	-14	-0.96

Whole records from above. Order of values: SDO1 yeast rescue Rescue 24 h | Insulin prom inh | SDO1 yeast rescue
O=C(COc1ccccc1)NCCSCc1ccc(Cl)cc1 as listed: -0.3 | 11 | -0.43
Cc1cc(NC(=O)CCC(=O)N(Cc2cccs2)C(C(=O)NC2CCCC2)c2ccncc2)no1 (stereo not given) as listed: 0.52 | -26 | 1.2

Additional entries.
Below each SMILES: SDO1 yeast rescue Rescue 24 h	Insulin prom inh	SDO1 yeast rescue
Cc1ccc(NC(=O)CN2C(=O)COc3ccc(C)cc32)nc1
→ 1.1	19	0.82
N#Cc1ccccc1NCc1ccccc1
→ -1.1	44	-0.73
Cc1c(Br)c(=O)oc2c(Br)c(O)c(O)cc12
→ 1.2	-62	-0.34
Cc1ccc(NC(=O)Cn2c(=O)n(CCCCC(=O)NCc3ccco3)c(=O)c3ccccc32)cc1
→ -0.78	-29	-0.39
COc1ccc(OC)c(NC(=O)CN2CCC(C(=O)c3ccc(C)cc3)CC2)c1
→ -1.1	u	-1.2
COc1cc(/C=N\NC(=O)c2ccc(=O)[nH]n2)cc(OC)c1OC
→ 0.05	-13	-0.04
COc1ccc(CN=C2NC(=O)CC(C(=O)Nc3ccc(F)cc3)S2)cc1 (stereo not given)
→ 1.2	x	1.2
Cc1cc(C(F)(F)F)n2ncc(-c3cccc(Br)c3)c2n1
→ x	27	x
Cc1c(C(=O)NCc2ccccc2)c(-c2ccccc2)nn1-c1ccccc1
→ -1.4	-107	-1.3
CCCS(=O)(=O)c1nc(C)cc(C)c1S(C)(=O)=O
→ x	-36	x
O=[N+]([O-])c1cc(C(F)(F)F)ccc1Sc1ccc2ccccc2n1
→ 1.8	x	0.77
CCC(C)NC(=O)CSc1nnc(-c2ccoc2C)n1CC1CCCO1 (stereo not given)
→ 0.42&0.54	27	0.71&0.91
Cc1nn(C)cc1C(=O)NNC(=S)Nc1ccc(Cl)cc1
→ 0.16	12	0.33
CCn1c2ccc(C)cc2c2nc3cc(C(=O)O)ccc3nc21
→ -0.52	x	-0.37
COc1ccc(C(C)NC(=S)NC2CCCC2)cc1OC (stereo not given)
→ -0.14	x	0.65
CC(=O)Nc1ccccc1-c1nnc(SCc2ccccc2Cl)[nH]c1=O
→ -1.5	21	-0.8
CCOC(=O)CCCCC(=O)c1[nH]c(=O)[nH]c1CSc1nnc2c3ccccc3n(C(C)C)c2n1
→ 0.06	-30	0.34
CC(=O)C1=C(C)OC(N)=C(C#N)C1c1ccco1 (stereo not given)
→ -0.02	x	-0.74
CC1CCc2c(nc3nc[nH]n3c2=O)C1 (stereo not given)
→ 0.56	42	0.83
S=C(NC1CCCC1)N1CCN(c2ccccn2)CC1
→ 0.92	x	1.9

Retrieved by structure from above, 3 records:
Below each SMILES: SDO1 yeast rescue Rescue 24 h	Insulin prom inh	SDO1 yeast rescue
Cc1ccc(NC(=O)CN2C(=O)COc3ccc(C)cc32)nc1
→ 1.1	19	0.82
COc1ccc(CN=C2NC(=O)CC(C(=O)Nc3ccc(F)cc3)S2)cc1 (stereo not given)
→ 1.2	x	1.2
Cc1nn(C)cc1C(=O)NNC(=S)Nc1ccc(Cl)cc1
→ 0.16	12	0.33

Continuation.
Below each SMILES: SDO1 yeast rescue Rescue 24 h	Insulin prom inh	SDO1 yeast rescue
CCOC(=O)c1cnc(-n2nc(C)cc2C)nc1Nc1cccc(C(C)=O)c1
→ x	-17	x
O=c1c2c(nc3n1CCCCC3)-c1ccccc1CC21CCCC1
→ -1.7	x	-1.4
COc1cccc(NC(=O)Nc2nnc(N3CCCCC3C)s2)c1 (stereo not given)
→ 0.33	40	-0.25
CC(C)c1ccc(S(=O)(=O)N2CCN(C(C)C(=O)Nc3ccccc3-c3ccccc3)CC2)cc1 (stereo not given)
→ 0.73	-8	0.11
CCCCOc1ncnc2c1[nH]c1ccc(OC)cc12
→ 0.42	24	0.19
N#CC(c1ccc(Cl)cc1)c1ncc(C(F)(F)F)cc1Cl (stereo not given)
→ -0.59	-80	-0.45
CCN1N=C(c2ccccc2)Cn2c1nc1ccccc12
→ -1.2	53	-2.4
O=C(Nc1cc(Cl)ccc1Cl)C1CC(=O)N(c2ccc(Br)cc2)C1 (stereo not given)
→ -0.15	-22	-0.25
O=S(=O)(Nc1ccc(N2CCOCC2)cc1)c1cccs1
→ -0.27	23	-0.11
COc1ccc(Oc2c(O)c3ccccc3n(C)c2=O)cc1
→ 0.07	0	0.34
Cc1cc(C)c(C#N)c(=N)o1
→ -0.49	x	-0.75
Cc1cccc(CN2CCCC(C(=O)N3CCc4ccccc4C3)C2)c1 (stereo not given)
→ -1.3	-16	0.01
CCOC(=O)N1CCC(N2CCN(S(=O)(=O)c3ccc(C)cc3)CC2)CC1
→ -1.9	67*	-0.52
COc1ccc(-c2cnnc(N/N=C/c3ccc(C)o3)n2)cc1
→ x	33	x
Cc1ccc(C(=O)N2CCN(c3ccccc3)CC2)cc1C
→ -0.57	x	-0.3
Cc1cnc(NC(=O)CSc2nnc(-c3cccs3)n2C)s1
→ 0.59	-14	0.87
Brc1ccccc1CN1CCC(N2CCCCC2)CC1
→ -0.68	45	-1.2
Cc1ccc(-c2cc(C(=O)NCCCn3ccnc3)c3cc(Br)ccc3n2)o1
→ 0.46	30	0.65
CC(Oc1ccc(Cl)cc1)c1ccc(C#N)c(=O)[nH]1 (stereo not given)
→ x	-53	x
CCOC(=O)N1CCN(C(=O)Cc2cccs2)CC1
→ -0.54	-7	0.09

A portion taken from the entries so far, for reference:
Below each SMILES: SDO1 yeast rescue Rescue 24 h	Insulin prom inh	SDO1 yeast rescue
CC(Oc1ccc(Cl)cc1)c1ccc(C#N)c(=O)[nH]1 (stereo not given)
→ x	-53	x
CCOC(=O)N1CCN(C(=O)Cc2cccs2)CC1
→ -0.54	-7	0.09

Later entries:
Below each SMILES: SDO1 yeast rescue Rescue 24 h	Insulin prom inh	SDO1 yeast rescue
CC(C)C(=O)Nc1cccc(-c2cn3ccccc3n2)c1
→ 0.83	21	0.59
Cc1sc(NC(=O)C2C3CCC(O3)C2C(=O)O)nc1-c1ccc(CC(C)C)cc1 (stereo not given)
→ 0.88	-6	0.42
O=c1[nH]c(SCc2cccc(Cl)c2)nc2c1CCCC2
→ -1.2	x	-2
Cc1ccc(C)c(S(=O)(=O)N2CCN(C(C(=O)Nc3ccc(F)cc3)c3ccccc3)CC2)c1 (stereo not given)
→ -0.24	2	-0.39
CCOc1ccccc1C1C(C#N)=C(N)Oc2cc(C)n(Cc3ccccn3)c(=O)c21 (stereo not given)
→ 0.43	12	0.72
COC(=O)c1ccc(N2C(=O)CC(Sc3n[nH]c(C)n3)C2=O)cc1 (stereo not given)
→ -1.4	16	-1.7
CCOc1c2ccc(C(=O)N[C@H](C)C3CCCCC3)cc2nn1CC
→ -0.96	x	-0.54
CCOC(=O)C1C(c2cc(OC)c(OC)c(OC)c2)NC(=S)NC1(O)C(F)(F)F (stereo not given)
→ 0.25	x	0.13
Cc1cc(C)cc(N(CCC(=O)Nc2nnc(C3CC3)s2)S(=O)(=O)c2ccc(Cl)cc2)c1
→ -1	-39	-0.96
CCc1c(C)nc2ncnn2c1N1CCCC(C(=O)NCc2ccco2)C1 (stereo not given)
→ -0.1	33	0.58
COc1ccccc1N1CCN(CC(=O)N2CCCC2)CC1
→ x	8	x
CCN(CC)S(=O)(=O)c1ccc(N2CCOCC2)c(NS(=O)(=O)c2ccc(C)c(C)c2)c1
→ 0.34	x	-0.12
CCCCN(C(=O)c1cc2ccccc2o1)c1c(N)n(CC(C)C)c(=O)[nH]c1=O
→ -1	-64	0.92
Cc1cccc(NC(=S)N(CCN(C)C)C(C)c2ccco2)c1 (stereo not given)
→ 1.1	-14	1.3
C=CCN1C(=O)C(C)(C)N(C(C)=O)c2ccccc21
→ -0.83	11	0.09
Cc1ccc(-n2nnc3c(=O)n(CC(=O)NCc4ccccc4)cnc32)cc1
→ x	32	x
COc1ccc(CCN(C)Cc2ccc(OC)c(OCc3ccccc3)c2)cc1OC
→ -0.33	x	-0.65

With a hit mark in Insulin prom inh, of those listed so far:
Below each SMILES: SDO1 yeast rescue Rescue 24 h	Insulin prom inh	SDO1 yeast rescue
COc1ccc(-n2c(Cc3cccn3C)nnc2SCC(=O)NC2CCCC2)cc1
→ -0.34	100*	0.05
CCOC(=O)N1CCC(N2CCN(S(=O)(=O)c3ccc(C)cc3)CC2)CC1
→ -1.9	67*	-0.52
